Compound activity (PubChem)
PME-1 inh – PME-1 (human) inhibition. Q9Y570. recombinant PME-1, FP-Rh probe fluorescence polarization. inhibition, % at 5.9 µM. 320,000 compounds, 0.53% hits. AID 2130;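 active = inhibition above the campaign mean of all compounds plus 3 SD, cut at about 26% in these data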;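 note: competitive labeling of PME-1 active site by serine hydrolase directed probe; 0% = PME-1 with DMSO and 100% = wells lacking PME-1 enzyme; inhibitors block probe labeling so polarization falls and inhibition rises; many of its hits are not listed in these tables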
Target sequence (Q9Y570 whole entry, looked up): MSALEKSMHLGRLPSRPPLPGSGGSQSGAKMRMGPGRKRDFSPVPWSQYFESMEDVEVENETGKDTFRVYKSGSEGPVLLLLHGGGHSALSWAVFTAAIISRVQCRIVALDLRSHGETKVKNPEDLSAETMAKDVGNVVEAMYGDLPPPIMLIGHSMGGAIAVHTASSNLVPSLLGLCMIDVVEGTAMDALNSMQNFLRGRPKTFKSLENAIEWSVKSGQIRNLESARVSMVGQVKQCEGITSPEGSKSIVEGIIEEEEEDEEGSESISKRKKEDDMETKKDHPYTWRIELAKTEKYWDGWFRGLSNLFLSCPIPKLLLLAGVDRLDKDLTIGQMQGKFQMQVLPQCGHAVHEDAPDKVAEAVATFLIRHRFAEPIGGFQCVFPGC
BCLXL inh – inhibitors of human Bcl-xL | Q07817 | GST-Bcl-xL / FITC-Bim BH3 peptide fluorescence polarization | inhibition, % at 10.9 µM | 320,000 compounds, 0.7% hits;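 active = inhibition above the mean of all tested compounds plus 3 SD, cutoff set per campaign, cut at about 30% in these data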;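 note: 0% = DMSO wells and 100% = unlabeled Bim-BH3 peptide competitor; inhibitors lower millipolarization by displacing the labeled peptide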
GLD-1 TGE inh – GLD-1-TGE RNA interaction inhibition (C. elegans) | Q17339 | purified GLD-1 + fluorescein TGE RNA, fluorescence polarization | inhibition, % at 5.96 µM | 320,000 compounds, 0.44% hits;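 active = percent inhibition above a per-plate cutoff, the plate mean of test compounds plus 3 SD, cut at about 30% in these data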;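 note: 0% = DMSO wells with GLD-1 and probe and 100% = wells lacking GLD-1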
Target sequence (Q17339 whole entry, looked up): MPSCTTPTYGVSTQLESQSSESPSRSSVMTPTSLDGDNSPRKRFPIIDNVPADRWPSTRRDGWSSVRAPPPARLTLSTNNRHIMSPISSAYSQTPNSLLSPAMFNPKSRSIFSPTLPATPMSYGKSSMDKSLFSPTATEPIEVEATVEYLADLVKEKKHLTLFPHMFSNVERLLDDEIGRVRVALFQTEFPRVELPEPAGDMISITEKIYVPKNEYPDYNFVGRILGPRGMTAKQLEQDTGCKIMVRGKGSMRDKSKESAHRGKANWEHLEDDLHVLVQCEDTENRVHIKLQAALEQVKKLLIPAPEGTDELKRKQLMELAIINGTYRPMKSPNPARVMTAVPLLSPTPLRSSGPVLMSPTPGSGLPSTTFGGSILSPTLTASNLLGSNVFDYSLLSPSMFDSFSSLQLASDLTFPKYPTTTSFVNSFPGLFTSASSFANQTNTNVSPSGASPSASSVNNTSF
AHR activator – activators of human aryl hydrocarbon receptor; AHR-responsive luciferase reporter cells, luminescence; P35869; activation, % at 5 µM; 320,000 compounds, 2.5% hits; in the data active = activation above about 47%;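 note: 0% = vehicle wells and 100% = reference agonist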
MEX-5 binding – C. elegans MEX-5 TCR-2 RNA binding activity. AID 1832. activity score (negative = inhibition of binding), % at 10 µM. 300,000 compounds, 0.38% hits. Q9XUB2. MEX-5/FITC-TCR2 RNA binding, fluorescence polarization; stronger effect = lower value;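 active = inhibition past about -25% in most replicates, and total fluorescence under double the plate's negative control median, limit read from the data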;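 note: 0% = DMSO and -100% = 5 µM competing unlabeled TCR2 RNA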
Fam108B counter – blocks mouse Fam108B hydrolase in RBBP9 counter-screen. recombinant Fam108B, FP-Rh probe fluorescence polarization. inhibition, % at 9.51 µM. 300,000 compounds, 0.33% hits;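 active = inhibition above the screen mean inhibition plus 3 SD, computed separately per campaign, cut at about 18% in these data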;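 note: inhibitors lower polarization as less probe binds the enzyme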
MCL1-BIM inh – inhibitors of human MCL1 binding to BIM-BH3 peptide. Q07820. GST-MCL1 / FITC-Bim-BH3 fluorescence polarization. inhibition, % at 10.9 µM. 320,000 compounds, 0.68% hits. AID 2057;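 active = inhibition above the mean inhibition of all tested compounds plus 3 SD, set per campaign, cut at about 40% in these data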;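 note: 0% = DMSO wells and 100% = unlabeled Bim-BH3 peptide control; higher means more loss of mP so more displacement of Bim peptide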
PAFAH1B2 FP inh – blocks human PAF acetylhydrolase 1b catalytic subunit 2 | inhibition, % at 3.39 µM | recombinant PAFAH1B2, FP-rhodamine activity probe, fluorescence polarization | 340,000 compounds, 1.2% hits | P68402;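 active = inhibition above the mean of all tested compounds plus 3 SD, cut at about 24% in these data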;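 note: 0% = enzyme with DMSO and 100% = wells lacking PAFAH1B2; many of its hits are not listed in these tables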
Target sequence (P68402 whole entry, looked up): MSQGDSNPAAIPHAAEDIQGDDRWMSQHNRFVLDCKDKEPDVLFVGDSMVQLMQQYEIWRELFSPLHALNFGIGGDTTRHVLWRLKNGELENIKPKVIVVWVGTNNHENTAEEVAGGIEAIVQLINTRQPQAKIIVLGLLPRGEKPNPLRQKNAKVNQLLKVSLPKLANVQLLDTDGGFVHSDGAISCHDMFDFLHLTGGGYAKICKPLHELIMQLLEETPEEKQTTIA
pPAFAH FP inh – pPAFAH (human) enzyme inhibition; recombinant pPAFAH, FP-rhodamine probe fluorescence polarization; inhibition, % at 3.39 µM; 330,000 compounds, 1.5% hits; AID 463082;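 active = inhibition above the mean inhibition across the screen plus 3 SD, cut at about 25% in these data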;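 note: inhibitors block binding of the rhodamine activity-based probe so polarization drops; 0% = enzyme with DMSO and 100% = wells lacking pPAFAH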
* marks the source's active call; other numbers are inactive results; · = no result given. Some of the compounds tested; the hit share may differ from the screen's.

Structure	PME-1 inh	BCLXL inh	GLD-1 TGE inh	AHR activator	MEX-5 binding	Fam108B counter	MCL1-BIM inh	PAFAH1B2 FP inh	pPAFAH FP inh
Cc1ccc(NS(=O)(=O)c2cc(Br)cnc2N)cc1C	-3	4	4	3	2.0	5	-1	0	2
Cc1ccc(C)c(Cn2c(=O)n(CCCC(=O)NCc3ccco3)c(=O)c3sccc32)c1	4	-1	2	0	0.3	-4	-1	1	-1
Cn1nc(C(=O)OCC(=O)NC2CCS(=O)(=O)C2)c2ccccc2c1=O (stereo unspecified)	4	0	-4	1	0.8	1	-3	2	-6
Cc1cc(C)cc(N(CC(=O)NC2CCCC2)S(=O)(=O)c2c(C)[nH]c(=O)[nH]c2=O)c1	5	2	1	-1	1.8	-1	2	-2	4
COc1cccc(CN2C(=O)CCC2(C)C(=O)NCCc2ccc(OC)c(OC)c2)c1 (stereo unspecified)	-8	1	1	2	-0.7	-1	9	-4	3
O=C(Nc1ccccc1Cl)N1CCN(Cc2ccc3c(c2)OCO3)CC1	3	4	-4	-2	2.7	6	7	8	2
O=C(/C=C/c1ccccc1Cl)Nc1ccc(S(=O)(=O)Nc2ncccn2)cc1	-9	7	-6	2	-0.4	-4	4	3	7
c1ccc(-c2csc3ncnc(NCc4ccccn4)c23)cc1	0	4	3	-1	0.9	1	13	3	4
CN(CC(=O)Nc1ccc(F)c(F)c1F)C(=O)c1ccc(=O)[nH]c1	3	3	5	2	-1.1	2	6	0	13
COc1cccc(NC(=S)N(Cc2ccc(Cl)cc2)Cc2ccc(C(=O)O)cc2)c1	0	5	2	4	0.8	1	8	2	3
COC(=O)c1sc2ccc(C)cc2c1C(=O)OC	0	8	-2	0	-1.7	0	2	1	6
O=C1COc2ccc(-c3csc(=Nc4ccc(OC(F)F)cc4)n3CC3CCCO3)cc2N1 (stereo unspecified)	8	-1	-1	-2	0.0	0	1	3	13
O=C(c1cccc([N+](=O)[O-])c1)N1CCc2ccccc21	-1	0	-3	3	-1.2	1	4	1	-4
Cc1[nH]c2ccccc2c1/C=N/NC(=O)CCC(=O)Nc1ccccc1	3	7	-23	18	1.8	1	0	6	2
Cc1ccn2c(/C=N/OCc3ccc(F)cc3)c(-c3ccc(Cl)cc3)nc2c1	-1	0	5	5	-0.1	4	-5	-1	6
O=[N+]([O-])c1ccc(C(O)CN2CCN(C/C=C/c3ccccc3)CC2)cc1 (stereo unspecified)	4	0	-3	1	-2.1	-5	-4	4	4
CCN(CC)CCCNC(=O)c1ccc(N2CCCCC2)c(NS(=O)(=O)c2ccc(C)cc2)c1	-1	-1	7	-1	-0.7	-1	2	11	1
Cc1ccc(NC(=O)c2c(C)nc3sc(C(=O)NC4CCCC4)c(N)c3c2-c2ccco2)c(C)c1	-2	-1	1	7	0.9	-3	-8	2	21
Cc1ccc(S(=O)(=O)N2CCOCC2)cc1C(=O)OCC(=O)N1CCCC1=O	·	·	4	-1	·	·	·	3	6
COc1ccc(C2CC(=O)C3=C(C2)Nc2ncnn2C3c2ccccc2)cc1 (stereo unspecified)	-8	9	7	3	-2.0	-5	6	0	10
COc1ccc(N2CCN(CC(O)COc3ccc(C)c(C)c3)CC2)cc1 (stereo unspecified)	1	-2	2	0	0.2	3	0	3	4
CCn1c(CNC(=O)c2ccc(OC)c(OC)c2)nnc1SCC(=O)Nc1ccccc1	6	5	3	1	-0.4	3	-1	0	-1
Cc1cc(N2CCOCC2)n2cc(-c3ccccc3)nc2n1	-5	7	-5	9	-0.7	2	-1	2	10
O=C(O)c1sc2cc(C(F)(F)F)cnc2c1-c1ccccc1	-5	2	6	8	-5.0	-1	3	6	1
COc1ccc(C)c2sc(=NC(=O)C(C)C)n(C)c12	0	-2	1	9	1.8	-6	-1	-4	0
CC(=O)Nc1ccc(NC(=O)C(C)n2nc(C)c([N+](=O)[O-])c2C)cc1 (stereo unspecified)	-3	-1	-3	-1	0.8	-2	3	3	-8
COc1ccc(-c2nc(CS(=O)CC(=O)NCc3cccnc3)c(C)o2)cc1OC (stereo unspecified)	1	0	2	7	-0.9	2	9	6	-2
Cc1ccc(C(=O)Nc2cccc(C(=O)NC3CCCC3)c2)cc1	-1	3	9	37	-0.1	0	6	-3	1
CCN(c1ccc(OCC(=O)OCC(=O)Nc2ccc(F)c(F)c2F)cc1)S(=O)(=O)c1ccccc1	7	3	-3	0	·	6	-2	40*	2
Cn1c(=O)cc(OCC(=O)NCCCN2CCN(Cc3ccccc3)CC2)c2ccccc21	1	3	9	-1	-3.9	3	5	1	-10
Cc1ccc(C)c(NC(=O)Cn2cnc3c(oc4ccccc43)c2=O)c1	3	6	2	0	1.8	-2	6	-3	-1
COc1ccc(N=C2NC(=O)CS2)c([N+](=O)[O-])c1	6	8	-1	0	-0.1	0	3	-3	4
COc1ccc2c(c1)N(C)/C(=C1/SC(=S)N(NC(C)=O)C1=O)S2	-3	4	-20	2	-3.6	2	5	4	0
Cc1cccc(N2CCN(C(=O)CSCc3c(C)noc3C)CC2)c1C	-5	3	9	-12	1.9	-1	8	2	3
COc1cccc(-n2cnnc2SC(C)C(=O)NC2CCCC2)c1 (stereo unspecified)	-4	-2	0	1	·	·	5	3	-3
O=C(Nc1cccc(F)c1)c1ccc(Br)o1	0	4	-3	120*	-3.1	2	17	-5	2
Cc1cc([N+](=O)[O-])ccc1NC(=O)CSc1nccc(=O)[nH]1	0	1	-6	5	-1.9	2	-1	5	4
Cc1cc(SCc2cccc(Cl)c2)nc(=O)[nH]1	7	0	-8	4	4.3	-9	-7	2	6
O=C(c1ccccc1NS(=O)(=O)c1ccc2c(c1)OCCO2)N1CCOCC1	0	4	7	-1	2.2	1	7	0	0
CCn1c(CC(=O)Nc2ccccc2F)nnc1SCC(=O)Nc1nncs1	1	7	0	0	1.5	-3	7	-3	0
CCc1nn(CC(=O)NC(C)CCc2ccccc2)c(=O)c2cc3cc(F)ccc3n12 (stereo unspecified)	-1	5	-2	2	0.5	-9	3	-2	5
COc1cccc(C(=O)CSc2nnc(CNc3nc(-c4ccccc4)cs3)n2C)c1	5	-8	10	7	-0.2	6	4	10	1
CC(C)(C)C1CCC(=NNC(=O)c2ccc(Br)o2)CC1 (stereo unspecified)	-3	3	2	10	-0.7	-2	1	6	2
Cc1ccc(C(=O)OC(C)C(=O)N(C)C2CCCCC2)cc1S(=O)(=O)N1CCCCC1 (stereo unspecified)	7	3	-2	1	·	·	3	23	5
CCCCCCCCS(=O)c1sc2nc3c(cc2c1N)CCCC3 (stereo unspecified)	7	11	-3	3	3.5	8	8	1	11
CCn1cc(S(=O)(=O)c2ccc(C)cc2)c(=O)c2cc(OC)ccc21	-7	2	0	3	3.0	-1	1	-4	-8
COc1cccc(C2CC(c3c(F)cccc3Cl)n3nc(N)nc3N2)c1 (stereo unspecified)	0	9	6	-2	0.8	0	11	5	4
CC1(C)Cc2cccc(C(=O)NCc3ccco3)c2O1	3	1	-10	-1	0.2	1	4	·	6
CCN(CC)c1ccc(NC(=O)c2c(OC)cccc2OC)c(C)c1	-5	7	4	9	2.8	2	2	4	2
Cc1ccc2nc(CSc3nc(C)ccc3C#N)[nH]c2c1	4	5	-12	-6	-3.1	42*	0	0	5
O=C(CNC(=O)c1ccc(Cl)cc1Cl)OC1CCCCC1=O (stereo unspecified)	·	·	7	2	·	·	·	2	7
CC(=O)Nc1cccc(NC(=O)CSc2ncc(C(=O)Nc3ccccc3)c(=O)n2C)c1	-5	2	2	16	1.9	-4	-5	2	4
O=C(CCCc1ccccc1)Nc1cccc2c1CCCC2	-1	2	-5	3	1.4	4	-2	1	0
COc1ccc2c(c1)OC[C@H]1[C@@H]2N2C(=O)CNC(=O)[C@@]2(C)[C@H]1c1ccccc1	4	5	0	0	·	·	7	6	0
COc1ccc(C(=O)Nn2c(SCC(=O)c3ccc(Cl)cc3)nc3ccccc3c2=O)cc1	-47	5	3	2	-1.9	-29	6	-6	-2
O=Cc1ccc(C(=O)OCC(=O)N2CCCC2)cc1	-2	-2	2	3	0.5	2	0	-2	2
CCOC(=O)C1(CCCc2ccccc2)CCN(C(=O)c2cncs2)CC1	1	6	3	5	3.5	-3	3	-2	3
COc1ccc(/C=N/N=C/c2c[nH]c(=O)c(C#N)c2Nc2ccccc2)cc1	6	11	-3	8	1.3	-3	-2	0	3
CC(C)CNC(=S)N1CCC(c2nc(-c3ccc(F)cc3)no2)CC1	-3	6	4	0	·	5	5	-2	2
O=S(=O)(c1ccc(Cl)cc1)N1CCC(n2cccc2)CC1	2	0	-3	-1	1.5	1	-1	29*	4

More compounds follow.
Structure	PME-1 inh	BCLXL inh	GLD-1 TGE inh	AHR activator	MEX-5 binding	Fam108B counter	MCL1-BIM inh	PAFAH1B2 FP inh	pPAFAH FP inh
Cc1ccc(N(CC(O)CN2CCOCC2)S(=O)(=O)c2ccc([N+](=O)[O-])cc2)cc1 (stereo unspecified)	-2	0	-2	0	0.8	2	5	0	1
COc1ccc(Cl)cc1NC(=O)c1cc(-c2cc(C)ccc2O)n[nH]1	-11	1	-6	12	1.0	-2	5	1	-5
COc1ccc(NC(=O)CN(C)C(=O)C2CSC3(C)CCC(=O)N23)cc1 (stereo unspecified)	2	-6	4	3	·	·	-1	5	2
CC(C)(C)CC(C)(C)NCC(=O)Nc1c2c(nc3ccccc13)CCC2	-3	8	6	5	1.1	1	4	6	2
CCOC(=O)c1c(S(=O)(=O)NCCc2ccccc2)c(C)n(C)c1C	-1	3	-1	2	0.6	-2	4	-1	8
CN(c1ccccc1)S(=O)(=O)c1ccc(Cl)c(C(=O)OCC(N)=O)c1	-4	4	-7	-1	-0.1	4	4	3	-1
Cc1ccc(-c2ccc(=O)n(CCC(=O)NCc3ccccn3)n2)cc1	-1	2	1	2	-0.6	1	10	-4	-1
O=C(O)Cn1nnc2ccccc21	-1	4	2	-1	3.2	1	5	3	4
O=c1cc(-c2ccccc2)oc2cc(O)cc(O)c12	-4	1	2	5	-0.2	-1	-2	-5	1
COc1cccc(CCNC(=O)c2ccc(OC)c(OC3CCN(C(C)C)CC3)c2)c1	-2	6	5	1	0.6	1	-2	0	5
CSCC(=O)NC1CCCc2c1cnn2-c1ccc(C)c(C)c1 (stereo unspecified)	1	5	0	0	-0.7	0	1	3	0
CC(=O)Nc1cnc(NC(=O)c2cccc(F)c2)cc1C	0	3	-2	9	-1.4	-3	0	-1	4
CCc1nnc(NC(=O)c2cc(Cl)ccn2)s1	3	5	-3	13	0.0	0	-4	2	1
CCc1ccc(NC(=O)C(=O)NCC2CCCN2S(=O)(=O)c2ccccc2)cc1 (stereo unspecified)	9	2	3	1	-1.5	-1	2	1	6
COc1cc(NC(=O)C2CCN(S(=O)(=O)c3cccnc3)CC2)cc(OC)c1OC	4	2	2	-3	-2.0	8	-5	-1	1
Cn1c(SCC(=O)Nc2ccccc2)nc2c([nH]c3ccccc32)c1=O	-3	-1	-3	53*	4.0	1	2	-1	-4
O=C(CN1C(=O)c2ccccc2C1=O)Nc1sc2c(c1C(=O)NCc1ccco1)CCCC2	-4	2	-7	4	3.6	-7	4	2	13
